# Screens: PubChem, National Center for Advancing Translational Sciences (NCATS)
# EPAC2 antag: qHTS for Antagonist of cAMP-regulated guanine nucleotide exchange factor 2 (EPAC2): primary screen | Potency, µM (series often up to 114 µM), inactives show at the top dose activity, negative = inhibition, hits mostly inhibitors | Rap guanine nucleotide exchange factor 4 (Homo sapiens), Q8WZA2 | EPAC2 GEF exchange of Rap1B-BODIPY-GDP, fluorescence | AID 720708, 2013 | 360,000 tested, 0.18% active; further: on the % scale 0 is the no-effect control and ±100 the full control effect; nearly all actives have a fitted effect of over 45% in size; many of its hits are not listed in these tables
# Target sequence (Q8WZA2 whole entry, looked up): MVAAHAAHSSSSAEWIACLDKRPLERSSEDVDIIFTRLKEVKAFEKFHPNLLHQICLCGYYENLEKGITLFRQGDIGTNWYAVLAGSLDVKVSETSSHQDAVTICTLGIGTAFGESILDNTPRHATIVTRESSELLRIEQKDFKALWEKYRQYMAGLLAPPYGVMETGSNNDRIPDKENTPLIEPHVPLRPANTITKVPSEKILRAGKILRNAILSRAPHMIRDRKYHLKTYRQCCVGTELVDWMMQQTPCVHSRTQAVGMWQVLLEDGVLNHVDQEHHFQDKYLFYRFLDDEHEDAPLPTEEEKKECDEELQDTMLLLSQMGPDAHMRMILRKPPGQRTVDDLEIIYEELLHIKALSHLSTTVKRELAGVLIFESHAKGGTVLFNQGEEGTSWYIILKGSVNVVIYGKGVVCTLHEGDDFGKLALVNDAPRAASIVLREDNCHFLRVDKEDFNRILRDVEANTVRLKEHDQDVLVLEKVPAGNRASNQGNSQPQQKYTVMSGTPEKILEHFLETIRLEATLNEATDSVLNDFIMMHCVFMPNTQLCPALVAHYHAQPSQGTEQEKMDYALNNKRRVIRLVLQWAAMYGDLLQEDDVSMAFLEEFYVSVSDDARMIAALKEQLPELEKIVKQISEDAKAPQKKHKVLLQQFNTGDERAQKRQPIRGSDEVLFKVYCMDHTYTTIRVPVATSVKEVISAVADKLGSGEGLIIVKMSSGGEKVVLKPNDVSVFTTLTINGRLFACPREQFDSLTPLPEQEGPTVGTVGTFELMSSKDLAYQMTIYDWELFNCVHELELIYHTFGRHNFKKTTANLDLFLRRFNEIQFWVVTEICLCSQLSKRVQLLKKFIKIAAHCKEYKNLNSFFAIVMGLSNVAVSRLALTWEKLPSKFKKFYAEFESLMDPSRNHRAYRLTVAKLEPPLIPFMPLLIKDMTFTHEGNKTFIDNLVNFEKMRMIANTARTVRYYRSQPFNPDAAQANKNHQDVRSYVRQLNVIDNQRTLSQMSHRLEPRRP
# EPAC2 ag: qHTS for Agonist of cAMP-regulated guanine nucleotide exchange factor 4 (EPAC2): primary screen; AID 720711, 2013; Potency, µM (series often up to 154 µM), without a hit: at the highest dose activation, hits mostly activators; 360,000 tested, 0.079% active; Rap guanine nucleotide exchange factor 4 (Homo sapiens), Q8WZA2; EPAC2 activation, biochemical qHTS; response scale: 100% = 6.5 mM cAMP response; further: nearly all actives have a fitted effect of over 50% in size
#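 In this primary screen, activation is scored as increased exchange of BODIPY-GDP from Rap1B by 100 nM EPAC2, with 50 uM GDP as competitor. Signal is normalized to the 6.5 mM cAMP agonist control.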
# TDP43 rescue: qHTS of TDP-43 Inhibitors | TDP-43 expressing yeast growth rescue, BacTiter-Glo, 24 h | AID 652104, 2013 | 410,000 tested, 1.8% active | Potency, µM (titrated, usually from 46.1 µM), inactives show at the highest dose growth rescue (activation), usual class: activators; further: % of control where 0% means no effect; nearly all actives have a fitted effect of over 50% in size
#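 Galactose-induced TDP-43 yeast, OD600=0.02, compound pinned; 24 hr, 30 deg C; BacTiter-Glo luminescence for growth. Inhibitors of TDP-43 toxicity read as activators.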
# EPAC1 agonist: qHTS for Agonist of cAMP-regulated guanine nucleotide exchange factor 3 (EPAC1): primary screen; Potency, µM (series often up to 154 µM), inactives show at the top dose activation, hits mostly activators; Rap guanine nucleotide exchange factor 3 (Homo sapiens), O95398; EPAC1 agonist qHTS, biochemical assay; response scale: 100% = response to 6.5 mM cAMP; 360,000 tested, 0.073% active; further: nearly all actives have a fitted effect of over 60% in size
#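 Nucleotide exchange by EPAC1 (100 nM) on Rap1B–BODIPY-GDP (250 nM) in the presence of 50 uM GDP is tracked fluorescently at 480/540 nm over 30 min. Signals are normalized to a 6.5 mM cAMP control.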
# EPAC1 antag: qHTS for Antagonist of cAMP-regulated guanine nucleotide exchange factor 3 (EPAC1): primary screen; EPAC1 GEF assay, Rap1b-BODIPY-GDP exchange fluorescence; Potency, µM (titrated, usually from 115 µM), without a hit: at the top dose activity change, negative = inhibition, actives largely listed as inhibitors; 360,000 tested, 0.14% active; AID 720709, 2013;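 further: plate controls were vehicle for no effect and positive control for full effect; nearly all actives have a fitted effect of over 50% in size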
# aSyn yeast inh: qHTS of alpha-syn Inhibitors. Potency, µM (titrated, usually from 46.1 µM), for the others: top-dose growth rescue (activation), hits mostly activators. 370,000 tested, 0.14% active. Yeast expressing alpha-synuclein, growth rescue, BacTiter-Glo, 24 h; further: % of control where 0% means no effect; nearly all actives have a fitted effect of over 65% in size
#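 Galactose-induced alpha-syn yeast (OD600=0.02, raffinose-pregrown) + pinned cpd, 24 hr, 30 deg C; growth by BacTiter-Glo luminescence. Growth restoration scores as activation.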
# PTHR1 ag: qHTS for PTHR1 Agonists: Primary Screen. Parathyroid hormone/parathyroid hormone-related peptide receptor (Homo sapiens), Q03431. HEK293 GP2 PTHR1 cells, GloSensor cAMP luminescence, 1 h. Potency, µM (doses to about 115 µM), without a hit: at the highest dose activation, hits mostly activators. 410,000 tested, 0.075% active. AID 743266, 2014; further: nearly all actives have a fitted effect of over 55% in size; some results filed as inactive show a strong effect at the top dose; inactives centre near -15; many of its hits are not listed in these tables
#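 HEK-293-derived GP2 cells expressing PTHR1 and a GloSensor cAMP reporter, 3,000/well, plated overnight, given luciferin plus IBMX (each 0.5 mM as added) for 1 h at 37 °C, then compound for 1 h at 37 °C. Luminescence was read after 15 min at room temperature.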
# FUS suppressor: qHTS for Suppressors of FUS Proteinopathy: Primary screen using FUS-linked yeast assay; Potency, µM (top dose mostly 76.6 µM), for inactives: top-dose growth rescue (activation), actives largely listed as activators; S. cerevisiae FUS-expressing, growth rescue, OD600, 24 h; 390,000 tested, 0.24% active;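 further: plate controls were DMSO vehicle for no effect and reference control for full effect; nearly all actives have a fitted effect of over 55% in size; some results filed as inactive show a strong effect at the top dose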
#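 Galactose (2%) drives FUS expression in yeast precultured in raffinose; seeding density OD 0.005. Test compounds incubated 24hr at 30C and 99% humidity before absorbance at 600 nm was measured.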
# The depositor's hits bear a star; i = inactive; ? = inconclusive; nt = not tested or not shown; [ ] = dose if it differs, or a comment. The call rests on the fitted dose curve; in most records, active means well fitted curve in the direction sought with a large enough effect; inconclusive means small, poorly fitted or top-dose-only effect, or another doubt; inactive means no such curve, though single readings can be large; an effect the other way counts as inactive or inconclusive. Potency means the concentration at half of the fitted maximal effect.
Compound	EPAC2 antag	EPAC2 ag	TDP43 rescue	EPAC1 agonist	EPAC1 antag	aSyn yeast inh	PTHR1 ag	FUS suppressor
COc1ccc(N2CCN(C(=O)c3ccc(OCC4CCCO4)cc3)CC2)cc1 (stereo not drawn)	6.3%	2.5%	10.0%	9.7%	13.0%	0.6%	-1.2%[57.5 µM]	11.9%
Cc1cc(C)n(/N=C/c2cccc(O)c2)c(=O)c1C(N)=O	6.7%	10.3%	5.0%	1.6%	-5.5%	-0.5%	i	-25.8%
Cc1onc(-c2ccccc2)c1C(=O)OCC(=O)N1CCN(c2ccccc2)CC1	-7.7%	8.8%	24.9%	12.1%	-8.0%	1.3%	i	12.1%
Cc1csc(=O)n1CCC(=O)OCC(=O)NNC(=O)c1ccccc1	6.0%	6.1%	23.4%	15.3%	-5.5%	0.9%	-12.8%	-1.3%
CCOC(=O)CC(NS(=O)(=O)c1ccc(OC)c(OC)c1)c1cccc([N+](=O)[O-])c1 (stereo not drawn)	5.5%	-2.7%	19.2%	-1.9%	-4.8%	-0.1%	i	-2.3%
CCCCOC(=O)c1ccc(O)cc1	-5.7%	0.8%	9.6%	-3.9%	-1.3%	0.2%	-7.3%	-1.5%
Cc1ccccc1C(=O)Nc1ccccc1-c1nnn(CC(=O)Nc2ccc3c(c2)OCCO3)n1	-7.8%	1.8%	12.4%	1.1%	-13.5%	-0.1%	i	27.6%
FC(F)(F)c1nc2ccccc2n2c(-c3ccc(Cl)cc3)nnc12	-3.2%	0.2%	24.1%	-4.2%	-6.5%	-0.4%	-0.8%	-10.8%
C=C(C)COc1ccc(-c2n[nH]c(C)c2-c2ccccc2OC)c(O)c1	-14.7%	11.5%	?	13.7%	-6.8%	22.9%	?	35.4%
O=C(NCCCn1ccnc1)C1c2ccccc2Oc2ccccc21	0.2%	2.9%	-4.7%	8.6%	0.4%	0.4%	i	11.7%
CCOc1ccc(S(=O)(=O)c2c(C(=O)c3ccccc3)cnc3cc4c(cc23)OCCO4)cc1	7.5%	15.2%	11.4%	2.2%	-3.3%	4.5%	-5.9%	?
Cc1cccnc1NC(=S)NC(=O)/C=C/c1ccccc1	-1.4%	9.0%	28.5%	2.4%	-27.0%	-9.1%	-20.0%	14.1%
CCN(CC)S(=O)(=O)c1cccc(C(=O)OC2CCOC2=O)c1 (stereo not drawn)	13.9%	10.1%	0.0%	2.3%	-2.0%	-3.3%	-16.1%	42.4%
CCN1C[C@@H]2[C@@H]3C(=O)N(Cc4ccccc4)C(=O)[C@@H]3[C@](Cc3ccccc3)(C(=O)OC)N2C1=NCc1ccccc1	-21.5%	0.2%	-1.0%	-2.7%	-7.6%	8.6%	-31.2%[inhibitor]	10.3%
CCCCCn1nc(C(=O)OCC(=O)c2c(N)n(C)c(=O)n(C)c2=O)c2ccccc2c1=O	?	2.5%	-11.6%[0.397 µM]	3.2%	-15.2%	1.5%	-33.5%[inhibitor]	?
CC(=O)Nc1ccc(S(=O)(=O)NNC(=O)c2ccc3c(c2)OCO3)cc1	11.9%	2.1%	-11.6%	5.4%	-4.3%	-4.1%	i	0.1%
Cc1ccc(S(=O)(=O)c2c(COC(=O)c3ccc(Cl)cc3)c(-c3ccccc3)nn2C)cc1	3.8%	0.0%[15.6 µM]	-1.5%	5.1%	-2.3%	2.7%	i	-27.8%
CCCOc1ccc(N2C(=O)C3C4C=CC(CC4)C3C2=O)cc1 (stereo not drawn)	-1.9%	2.4%	22.3%	-1.6%	-0.2%	0.3%	i	-18.1%
O=C([C@@H]1CC=C[C@@H]2CCN(C3CCCCC3)C(=O)[C@@H]21)N1CCN(c2ccccc2)CC1	-4.5%	2.8%	?	-11.1%	1.3%	11.9%	-9.6%	1.8%
Cc1ccc(NC(=S)N(Cc2ccco2)C(C)c2cccs2)cc1 (stereo not drawn)	-1.4%	-4.0%	-5.9%	4.4%	2.9%	3.2%	i	21.7%
CC1(c2ccccc2)NC(=O)N(CC(=O)NNC(=O)c2ccccc2)C1=O (stereo not drawn)	2.6%	5.6%	10.2%	-2.4%	-3.0%	5.3%	-22.6%	5.4%
Nc1ccc2cccc(O)c2c1	9.1%	4.3%	-22.8%	3.8%	-17.5%	-5.4%	i	28.1%
COc1ccc(C2(CNC(=O)Cc3ccc(OC)c(OC)c3)CCCC2)cc1	-5.5%	8.9%	-13.0%	-11.1%	-8.9%	-1.8%	-47.4%[inhibitor]	20.5%
COc1cccc(Cn2cnc3c(NS(=O)(=O)c4ccc(Cl)cc4)c(C)c(C)cc32)c1	3.7%	6.1%	6.4%	-0.9%	24.6%	-3.0%	-29.2%	14.7%
CCOc1ccc(S(=O)(=O)N(CC)CC(=O)N2CCCC2)cc1	-4.3%	-8.9%	6.4%	-3.7%	0.9%	-1.1%	i	-2.0%
Cc1ccc2c(Cl)c(C)c(N3CCOCC3)nc2n1	0.5%	4.1%	-9.4%	8.1%	-19.2%	6.8%	-23.1%	-4.0%
CCN(CC(=O)Nc1ccc(N2CCOCC2)cc1)C(=O)Cc1ccccc1	-11.2%	7.5%	16.7%	15.4%	-29.7%	10.6%	i	-2.7%
Cc1onc(-c2ccc(Cl)cc2Cl)c1-c1csc(COc2ccccc2)n1	8.4%	12.2%	0.0%	4.5%	21.5%	0.0%	i	?
Cc1cc(N2CCOCC2)n2nc(C(F)(F)F)c(-c3ccccc3)c2n1	2.0%	-12.0%	16.4%	0.1%	7.9%	-4.3%	-15.7%	-14.4%
COc1ccc(/C=C/c2ccncc2)cc1	-3.4%	9.4%	10.5%	1.1%	-2.4%	-0.8%	i	0.9%
COc1ccc(NC(=O)C2CCOC2=O)cc1 (stereo not drawn)	-1.0%	11.6%	15.0%	-6.0%	-5.3%	1.1%	i	-1.4%
CCOC(=O)CN(c1ccccc1C)S(=O)(=O)c1ccc(Cl)cc1	-18.4%	2.5%	12.1%	7.0%	-15.1%	1.9%	-87.0%[inhibitor]	25.8%
COc1cccc(-c2cc(C(=O)Nc3c(C)nn(Cc4ccccc4)c3C)no2)c1	-3.7%	-3.8%	-11.2%	3.5%	2.5%	3.5%	i	38.6%
O=C(Nc1ccc(-c2n[nH]c(=S)o2)cc1)c1ccccc1Cl	4.1%	-0.6%	15.2%	-1.0%	-25.5%	-6.6%	-5.3%	-5.3%
COc1cccc(C(=O)C2CCCN(C(=O)c3ccccc3Cl)C2)c1 (stereo not drawn)	-5.9%	-1.0%	15.8%	-9.5%	-22.6%	17.2%	-22.6%	12.1%
Cc1ccc(NCc2ccccc2F)cc1	5.9%	4.3%	0.0%	2.1%	7.3%	2.4%	-15.2%	nt

# Three entries out of the list, ordered by number of heavy atoms, descending.
Compound	EPAC2 antag	EPAC2 ag	TDP43 rescue	EPAC1 agonist	EPAC1 antag	aSyn yeast inh	PTHR1 ag	FUS suppressor
COc1cccc(-c2cc(C(=O)Nc3c(C)nn(Cc4ccccc4)c3C)no2)c1	-3.7%	-3.8%	-11.2%	3.5%	2.5%	3.5%	i	38.6%
CCN(CC(=O)Nc1ccc(N2CCOCC2)cc1)C(=O)Cc1ccccc1	-11.2%	7.5%	16.7%	15.4%	-29.7%	10.6%	i	-2.7%
COc1ccc(NC(=O)C2CCOC2=O)cc1 (stereo not drawn)	-1.0%	11.6%	15.0%	-6.0%	-5.3%	1.1%	i	-1.4%

# Shown with two lines to a compound: 3 of the compounds above
# Screens in order: EPAC2 antag	EPAC2 ag	TDP43 rescue	EPAC1 agonist	EPAC1 antag	aSyn yeast inh	PTHR1 ag	FUS suppressor
> COc1cccc(C(=O)C2CCCN(C(=O)c3ccccc3Cl)C2)c1 (stereo not drawn)
    -5.9%	-1.0%	15.8%	-9.5%	-22.6%	17.2%	-22.6%	12.1%
> O=C(Nc1ccc(-c2n[nH]c(=S)o2)cc1)c1ccccc1Cl
    4.1%	-0.6%	15.2%	-1.0%	-25.5%	-6.6%	-5.3%	-5.3%
> CCOC(=O)CN(c1ccccc1C)S(=O)(=O)c1ccc(Cl)cc1
    -18.4%	2.5%	12.1%	7.0%	-15.1%	1.9%	-87.0%[inhibitor]	25.8%

# Continuation:
Compound	EPAC2 antag	EPAC2 ag	TDP43 rescue	EPAC1 agonist	EPAC1 antag	aSyn yeast inh	PTHR1 ag	FUS suppressor
COc1cc(C#N)ccc1OCC(=O)Nc1cccc(S(=O)(=O)N2CCCC2)c1	-1.1%	5.8%	7.3%	2.6%	13.8%	5.3%	i	15.2%
COc1ccc2c(CC(=O)OCC(=O)c3ccccc3OC)coc2c1	-2.4%	0.0%	0.0%	4.4%	-6.6%	?	i	8.2%
CNS(=O)(=O)c1cnccc1N1CCN(C)CC1	2.3%	3.7%	14.4%	6.3%	8.9%	0.9%	i	-38.8%
O=C(O)CCNc1nc(C(F)(F)F)nc2ccccc12	4.1%	11.5%	-1.8%	12.1%	11.9%	4.1%	i	12.5%
CC1(C(=O)Nc2cnc3ccccc3c2)CCN1C(=O)CCc1ccccc1 (stereo not drawn)	2.6%	9.8%	?	5.5%	8.8%	12.2%	-35.6%[inhibitor]	8.4%
CC(C)OCc1ccc(C(=O)N2CCN(CC(=O)N3CCCC3)CC2)cc1	7.8%	-1.7%	28.7%	-8.3%	-4.7%	6.5%	i	10.9%
Oc1ccc(C(c2nnnn2C2CCCC2)N2CCc3ccccc3C2)cc1 (stereo not drawn)	-4.1%	11.6%	-8.0%	-4.6%	-10.9%	-5.6%	i	15.7%
CCN(CC(=O)NCc1cccs1)S(=O)(=O)c1cc(NC(C)=O)ccc1OC	-7.9%	6.0%	2.8%	-2.1%	-10.8%	0.0%	?	-13.0%
CC1CCCN(CCC(=O)Nc2ccc3c(c2)CCC3)C1 (stereo not drawn)	3.1%	-3.5%	3.1%	13.8%	-12.5%	-1.0%	i	8.7%
Cn1c(=O)c(C(=O)NNC(=O)c2cccc(Cl)c2)c(O)c2ccccc21	-16.6%	7.3%	-45.8%[inhibitor]	4.4%	19.3%	-15.2%	-26.4%	-1.0%

# An excerpt (hit frequency here may not be typical).
